Screens (PubChem)
HIV peptide binding = inhibitors of HIV fusion peptide binding, primary screen, biochemical, uHTS, fluorescence dequenching (AID 1986); cell-free peptide binding, fluorescence dequenching, 30 min; higher % means a stronger effect; one-dose inhibition, % at 20 µM; IC50 in µM for titrated hits; 290,000 tested, 0.3% active; in the data active = inhibition mostly above about 52%, no sharp cut-off; inactive = mostly below about 76%; note: some results filed as inactive read as strong as hits
NOD1 inhibition = NOD1 signaling inhibitors, primary screen, cell-based, luminescence, uHTS (AID 1578); NOD1-driven NF-kB luciferase reporter cells, luminescence; higher % means a stronger effect; one-dose inhibition, % at 4 µM; EC50 in µM for titrated hits; 290,000 tested, 1% active; in the data active = inhibition mostly above about 36%, no sharp cut-off; inactive = mostly below about 34%;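 note: HEK-293T reporter cells stimulated with the NOD1 agonist gamma-tri-DAP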
GPR55 antagonists = inhibition of LPI-stimulated GPR55 beta-arrestin translocation – imaging, U2OS, beta-arrestin-GFP, LPI agonist, primary screen (AID 2013); 290,000 tested, 0.13% active; inhibition, % at 10 µM, or IC50 in µM where a hit was titrated; U2OS GPR55 beta-arrestin-GFP translocation imaging, LPI antagonism; higher % means a stronger effect;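 active = spots per cell inhibited over 60%, with over 100 cells counted and total cytoplasm intensity under 500,000; inconclusive = wells with under 100 cells, flagged as likely toxic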;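 note: U2OS cells stably carrying GPR55 and arrestin-GFP stimulated by 5 µM LPI near EC80; imaged beta-arrestin-GFP aggregate spots per cell after agonist stimulation; plate controls were LPI-stimulated DMSO wells for no effect and DMSO wells without LPI for full effect; some results filed as inactive read as strong as hits; confirmed hits need IC50 under 10 µM and bright autofluorescent wells are also inconclusive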
Large T inhibition = TAg ATPase/helicase activity blockers – biochemical (AID 1903). SV40 large T antigen ATPase/helicase inhibition assay; higher % means a stronger effect. one-dose inhibition, % at 20 µM; IC50 in µM for titrated hits. 310,000 tested, 0.39% active; in the data active = a potency from the dose series; inconclusive = inhibition mostly from about 32% at the one dose, without a potency; inactive = the rest, 99 in 100 with inhibition below about 32%; note: strong numbers were not always called active
Rac1 GTP hydrolysis = MgcRacGAP GTPase-activating activity inhibitors, confirmation, biochemical, ADP Hunter fluorescence; MgcRacGAP-stimulated Rac1 GTP hydrolysis, ADP Hunter fluorescence; higher % means a stronger effect; GST-tagged Rac1 F28L mutant substrate; inhibition, % at 30 µM, or IC50 in µM where a hit was titrated; 340,000 tested, 0.6% active; AID 624330;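 active = first-screen hits whose inhibition reached a set limit at any dose in the follow-up dose series; inconclusive = inhibition above the set first-screen limit but never retested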;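 note: fluorescence reports GDP produced by GAP-driven GTP hydrolysis; strong numbers were not always called active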
KOR beta-arrestin-1 = kappa opioid receptor blockers – cell-based, luminescence, uHTS (AID 1778). 290,000 tested, 0.091% active. KOR beta-arrestin recruitment, luminescence, antagonist mode; higher % means a stronger effect. inhibition, % at 10 µM, or IC50 in µM where a hit was titrated; note: strong numbers were not always called active
NOD2 inhibition = NOD2 signaling inhibitors, cell-based, luminescence, uHTS, HEK293 (AID 1566); HEK293 NOD2/NF-kB luciferase reporter, luminescence; higher % means a stronger effect; inhibition, % at 4 µM, or EC50 in µM where a hit was titrated; 290,000 tested, 0.63% active; note: many of its hits are not listed in these tables
GPR55 activation = selective activators of receptor GPR55 – imaging, U2OS cells, beta-arrestin-GFP redistribution, primary screen (AID 1961); activation, % at 10 µM; hits with a dose series show EC50 in µM; 290,000 tested, 0.048% active; U2OS GPR55 beta-arrestin-GFP redistribution imaging; higher % means a stronger effect;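 active = activation above 40% with more than 50 cells counted in the well; inconclusive = wells holding fewer than 50 cells, flagged as toxic or sparse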;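 note: U2OS osteosarcoma cells stably expressing GPR55 and beta-arrestin-GFP; plate controls were DMSO negative control for no effect and LPI positive control for full effect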
KOR beta-arrestin-2 = KOR agonists, beta-arrestin recruitment, primary screen, cell-based, luminescence, uHTS (AID 1777) | KOR beta-arrestin recruitment, luminescence; higher % means a stronger effect | activation, % at 10 µM, or EC50 in µM where a hit was titrated | 280,000 tested, 0.02% active; in the data active = activation above about 50%, passing the limit was not always enough; note: a part of the inactive calls stands beside numbers as strong as those of hits
An asterisk follows results filed as active; ? = inconclusive; · = not tested or not shown; [ ] = remark or other dose. Cut-off read from the data, not from the text of the source, unless noted: active = inhibition above about 50%; inactive = the rest. These rows are one share of the data; rates above refer to the full screens.

Each structure is followed by: HIV peptide binding, NOD1 inhibition, GPR55 antagonists, Large T inhibition, Rac1 GTP hydrolysis, KOR beta-arrestin-1, NOD2 inhibition, GPR55 activation, KOR beta-arrestin-2
Cc1cccc2cc(CN(Cc3ccco3)C(=O)c3ccncc3)c(=O)[nH]c12
  4.4%, -8%, 4%, 3%, 10%, -26%, 16%, -0.1%, -1.2%
COC(=O)n1c(=S)oc2cc(Cl)ccc21
  3.0%, -21%, -1%, 10%, ·, -18%, 5%, -0.1%, 0.3%
CCCOC(=O)C1=C(C)NC(=O)NC1c1cccc2ccccc12 (stereo not drawn)
  -1.1%, -36%, 9%, 8%, -1%, 12%, 6%, -0.1%, 0.7%
CC(C)C(=O)NCc1cc(-c2ccc(Cl)cc2)no1
  -1.0%, -56%, -5%, -4%, 8%, -11%, 6%, 0.2%, -1.9%
O=C(N/N=C/C=C\c1ccccc1[N+](=O)[O-])c1cc(-c2ccc3ccccc3c2)n[nH]1
  -10%, -25%, -3%, 7%, 13%, 16%, 7%, 0.2%, -3.4%
O=C(Nc1ccccc1N1CCCC1)c1cccc(-c2cc3ccccc3oc2=O)c1
  2.4%, -84%, 6%, -11%, 8%, -33%, 19%, 0.1%, 9.7%
Nc1ccc(-c2nc3ccc(N)cc3o2)cc1
  -1.6%, -25%, -6%, 30%, 48µM*, 14%, -24%, 0.3%, -4.1%
CCC(=O)NC(NC(=S)Nc1c(C)n(C)n(-c2ccccc2)c1=O)C(Cl)(Cl)Cl (stereo not drawn)
  0.4%, 4%, 1%, 3%, -13%, 25%, 7%, 0.0%, 5.0%
Cc1ccc(C(=O)NNC(=O)CSc2nnc(CNc3ccc(F)cc3)n2C)cc1
  -1.3%, -23%, -12%, 1%, ·, -29%, 9%, -0.6%, 3.3%
COc1ccc2[nH]c(=O)c(CNc3ccccc3OC)cc2c1
  4.4%, -4%, -6%, 46%, 16%, -1%, 4%, -0.1%, 2.8%
CCSc1nnc(NC(=O)c2csc3c2CCCC3)s1
  -1.8%, -31%, -8%, 3%, 2%, 21%, 14%, -0.1%, 39%
COc1ccc(NC(=O)Cn2c(CCC(=O)O)ccc2-c2ccc(C)cc2)cc1
  0.5%, 1%, 16%, 10%, 1%, -2%, -39%, 0.7%, 2.1%
CCS(=O)(=O)N1CCC(NC(=O)C2CCCCC2)CC1
  1.3%, -2%, -8%, 9%, 3%, -62%, 4%, -0.2%, -2.9%
CO/N=C/c1ccc(N2CCCC2)c([N+](=O)[O-])c1
  -3.7%, -21%, 11%, -4%, 3%, 6%, -9%, 0.8%, -1.0%
COc1ccc(C(=O)Nc2nc3ccc(OC)cc3s2)cc1
  0.5%, -18%, 8%, 17%, -6%, -15%, -21%, 0.3%, -4.2%
COc1ccc(N2CCN(C(=O)c3ccc4c(c3)CCN4S(=O)(=O)c3ccccc3)CC2)cc1
  -2.3%, -20%, -5%, 22%, 10%, -18%, 26%, -0.2%, -3.1%
CC(C(=O)NCc1cccs1)n1cccc1 (stereo not drawn)
  0.2%, 4%, -8%, 4%, 15%, 12%, 8%, -0.1%, -5.7%
CC(C)c1ccc(S(=O)(=O)c2cnc(=S)[nH]c2N)cc1
  0.1%, 4%, 1%, -2%, 6%, -2%, 26%, 0.3%, -3.4%
O=C(N/N=C/c1ccc(O)cc1)/C(=C/c1ccc([N+](=O)[O-])cc1)NC(=O)c1ccccc1
  0.2%, 19%, 11%, 3%, 10%, 30%, 22%, -0.1%, -8.9%
COc1ccc(C2CC(=O)c3cnc(N4CCc5ccccc54)nc3C2)cc1OC (stereo not drawn)
  0.0%, -13%, 7%, 6%, ·, -6%, -4%, 1.1%, 8.5%
Cc1ccc(N2C(=O)CC(N3CCN(c4ccc(F)cc4)CC3)C2=O)c(C)c1 (stereo not drawn)
  1.6%, -22%, 8%, 11%, 5%, -30%[20 µM], 10%, -0.1%, -6.2%
O=C(CSCc1ccccc1Cl)NNC(=O)c1ccccc1
  0.1%, 2%, 6%, 12%, 7%, -44%, 0%, 0.0%, 6.4%
COc1ccc(NC(=O)CCCc2c[nH]c3ccccc23)cc1OC
  0.4%, -47%, -2%, 7%, 13%, 22%, 2%, 0.1%, -2.7%
CCOCCCNC(=O)C1CCN(S(=O)(=O)c2ccc3nc4c(c(C(=O)O)c3c2)CCCCC4)CC1
  -0.9%, -11%, -9%, 6%, -7%, -17%, 6%, -0.1%, -3.5%
CCOC(=O)c1sc2nc(CSc3ccccc3Cl)[nH]c(=O)c2c1C
  0.3%, 24%, 2%, 7%, 10%, -7%, -31%, 0.6%, -2.3%
CCOCc1cc(CN2CCC(CCC(=O)NC3CC3)CC2)ccc1OC
  -1.6%, -10%, 1%, 30%, 4%, -32%[20 µM], -2%, -0.4%, -1.0%
Cc1cc(/N=C/C=C2\N(C)c3ccccc3C2(C)C)n(CCC#N)n1
  5.4%, 23%, -32%, 6%, 5%, -10%, 12%, 0.5%, 0.6%
Cc1ccc(-c2nnc3sc(-c4ccncc4)nn23)cc1
  -2.1%, -22%, -6%, 20%, 6%, -3%, 4%, -0.1%, 3.1%
O=C(Cc1cccs1)Nc1nnc(-c2ccccc2)s1
  -0.3%, -55%, -1%, 7%, 5%, -14%, -74%, 0.6%, 0.5%
CCn1c(=O)cc(SCC(=O)N2CCOCC2)c2ccccc21
  -1.5%, -41%, -7%, 6%, -5%, -3%, -2%, -0.1%, -0.1%
Cc1cc(C(=O)CSc2nc3ccc(Cl)cc3[nH]2)c(C)n1CC1CCCO1 (stereo not drawn)
  -1.9%, 44%, 10%, 9%, 21%, -10%, 34%, -0.1%, -2.0%
CC1=NN(c2ccccc2)C(=O)/C1=C\c1ccc(Oc2ccc([N+](=O)[O-])cc2[N+](=O)[O-])cc1
  1.8%, -20%, 28%, 0%, 11%, 12%, -8%, 0.4%, -2.1%
COc1cccc(C2(O)C(=O)Nc3ccccc32)c1 (stereo not drawn)
  -1.0%, -1%, 4%, 0%, 0%, -32%, 12%, 0.9%, -4.6%
O=C(CCN1C(=O)[C@@H]2Cc3ccccc3CN2C1=O)N[C@@H](Cc1ccccc1)C(=O)O
  1.7%, -35%, 6%, -1%, 1%, -11%[20 µM], 7%, -0.2%, -2.0%
COc1ccc(-c2cc(C(=O)Nc3ccccc3SC)no2)cc1OC
  1.6%, -109%, 17%, -1%, 7%, -35%, 13%, 0.0%, -4.9%
CC(=O)NCCc1nc2ccccc2n1Cc1ccc(C)cc1
  0.1%, -9%, 13%, 1%, 8%, -6%, 14%, 0.3%, 0.3%
CC1CCN(CCC(=O)Nc2ccc(Cl)cc2)CC1
  -0.3%, -31%, 4%, 16%, 3%, -10%, -6%, 0.8%, 5.2%
CCC1SC(CC)C(=O)N(CC(=O)NCCc2ccccc2)C1=O (stereo not drawn)
  -0.3%, -42%, -12%, 5%, 3%, -29%, 16%, -0.6%, 5.6%
O=S(=O)(c1ccc2ccccc2c1)N1CCN(CCO)CC1
  -1.9%, 12%, 5%, 10%, 1%, -14%, 10%, 0.0%, -0.8%
COc1ccc(Cc2noc(CN(C)CC3CCN(Cc4ccccc4)CC3)n2)cc1OC
  0.5%, -6%, 0%, -6%, 9%, -16%, -5%, 0.2%, ·
Cc1cc(C)c(C#N)c(Oc2ccccc2Br)n1
  0.1%, -56%, 6%, 10%, 11%, -7%, 7%, -0.1%, -3.8%
COc1cccc(-c2cn3nc(C)c(C)nc3n2)c1
  1.7%, -34%, 1%, 7%, 9%, -23%, -97%, -0.1%, 2.4%
O=C(NCCN1CCCCC1)Nc1cccc(C(F)(F)F)c1
  -0.4%, -11%, -1%, 15%, -6%, -5%, 17%, 0.5%, 0.7%
O=C(CS(=O)(=O)c1ccccc1)NCc1ccccc1
  -0.5%, -15%, 8%, 10%, 4%, -2%, -2%, -0.1%, 1.9%
O=S(=O)(c1ccccc1)N1CCN(C(=S)NC2CCCC2)CC1
  -0.2%, -36%, 11%, 10%, 7%, -12%, 28%, -0.1%, 4.6%
CN(C)C=Nc1nonc1-c1ccccc1
  1.3%, 6%, -8%, 6%, -1%, 0%, 22%, 0.5%, -0.2%
O=C(NCc1ccc(F)cc1)c1ccc(N2CCc3ccccc32)c([N+](=O)[O-])c1
  -5.4%, 19%, 16%, 11%, 9%, 18%, 7%, -0.3%, -6.4%
COCC(=O)N1CCC(Oc2ccc(C(=O)N(C)C(C)c3ccon3)cc2)CC1 (stereo not drawn)
  1.3%, -20%, 8%, 2%, 6%, -11%, -8%, -0.1%, 0.1%
CCOC(=O)/C(=N\Nc1ncnc2ccccc12)c1ccc(C)cc1
  -1.7%, -72%, 1%, 1%, 3%, 0%, -67%, 1.0%, 1.3%
Nc1nc(-c2ccccc2)cc(C(F)(F)F)n1
  -1.7%, -1%, 18%, 13%, 5%, 13%, 8%, 0.2%, -2.9%
Cc1nnc(SCC(=O)Nc2cccc(Cl)c2)n1CC1CCCO1 (stereo not drawn)
  -0.1%, -15%, 0%, 6%, -1%, -10%, 6%, -0.1%, 0.7%
CC(C)(O)c1[nH]c2cc(F)ccc2c1C(C)(C)O
  1.8%, -1%, 15%, 6%, 4%, 9%[20 µM], 2%, -0.1%, 0.0%
CNC(=O)c1nnn(Cc2ccccc2)c1NC(=O)C(F)(F)F
  -1.7%, 15%, 4%, 1%, 4%, 9%, 18%, 0.3%, -3.3%
O=C(NCc1cccnc1)c1ccc(COc2cccc3ccccc23)o1
  4.7%, 7%, -19%, 21%, 14%, -8%, 36%, 0.0%, -0.1%
CC(C)[C@H](NC(=O)c1ccccc1F)C(=O)Nc1nc2c(s1)CCCC2
  2.2%, -10%, 12%, 8%, 7%, -11%, -6%, 0.2%, 5.0%
COc1cc(NC(=O)c2cc3c(CO)cnc(C)c3oc2=Nc2cccc(C(N)=O)c2)cc(OC)c1
  -1.1%, 2%, 6%, 6%, 9%, -8%, 23%, 0.0%, -6.6%
O=C(Nc1nn[nH]n1)C12CC3CC(CC(C3)C1)C2
  -3.5%, 6%, -4%, ?, 8%, -43%, 12%, 1.1%, 1.7%
COc1ccc(/C(C)=N/NC(=O)CNC(=O)C(c2ccccc2)c2ccccc2)c(OC)c1
  -0.1%, -33%, 3%, 8%, 6%, -24%, -17%, -0.2%, 0.8%
C=CCN1CCN(C(=O)c2ccc3c(c2)OCO3)CC1
  0.2%, -24%, 15%, 26%, 2%, -4%, -11%, 0.0%, 4.9%
O=C(CCc1nnc(-c2ccccc2)o1)NCc1c(F)cccc1F
  1.9%, -15%, -10%, 4%, 5%, -1%, 9%, 0.2%, -1.5%

3 entries out of the list above, arranged by their value in HIV peptide binding, descending.
| structure | HIV peptide binding |
| --- | --- |
| CC(C)(O)c1[nH]c2cc(F)ccc2c1C(C)(C)O | 1.8% |
| Cc1nnc(SCC(=O)Nc2cccc(Cl)c2)n1CC1CCCO1 (stereo not drawn) | -0.1% |
| CNC(=O)c1nnn(Cc2ccccc2)c1NC(=O)C(F)(F)F | -1.7% |
